CRFR2-BP ag: CRF-BP/CRF-R2 complex agonism; HEK293 CRF-R2/CRF-BP, calcium dye fluorescence (FLIPR); percent of saturating CRF peptide response; activation, % at 13.2 µM; 0.46% of 350,000 active; AID 588473;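 active = activation of at least 50%, plus an integration ratio under a set limit after plate pattern correction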;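 also: plate controls were neutral control wells without compound for no effect and CRF at EC100 for full effect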
M5 ag: CHRM5 agonism in calcium assay. P08912. CHO-K1 hM5 cells, Fluo-8 calcium fluorescence; 0% DMSO wells, 100% maximal acetylcholine response. activation, % at 3 µM. 0.19% of 360,000 active. AID 624037;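 active = activation above the run's mean over test compounds plus 3 SD, cut at about 23% in these data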;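 also: signal is peak over basal fluorescence ratio across the kinetic read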
Target sequence (P08912 whole entry, looked up): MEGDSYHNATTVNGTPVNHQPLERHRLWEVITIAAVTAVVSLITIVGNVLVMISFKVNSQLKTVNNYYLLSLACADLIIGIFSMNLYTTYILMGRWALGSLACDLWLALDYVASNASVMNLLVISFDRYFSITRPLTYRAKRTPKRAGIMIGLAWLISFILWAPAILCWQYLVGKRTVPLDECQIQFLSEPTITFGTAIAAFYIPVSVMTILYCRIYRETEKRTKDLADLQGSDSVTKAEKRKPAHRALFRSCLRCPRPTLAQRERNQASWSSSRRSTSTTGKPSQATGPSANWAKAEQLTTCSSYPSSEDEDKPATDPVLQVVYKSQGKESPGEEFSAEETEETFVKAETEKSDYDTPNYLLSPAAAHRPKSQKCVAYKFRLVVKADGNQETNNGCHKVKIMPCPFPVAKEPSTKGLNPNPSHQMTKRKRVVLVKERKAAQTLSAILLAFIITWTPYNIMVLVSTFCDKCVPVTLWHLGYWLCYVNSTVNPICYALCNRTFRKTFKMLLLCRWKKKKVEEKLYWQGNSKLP
CHRM1 antagonist: antagonists of human M1 muscarinic receptor; inhibition, % at 3 µM; CHO-K1 hM1, Fluo-8 calcium fluorescence, ACh EC80 antagonist; 1.3% of 360,000 active;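 active = percent inhibition above its own plate's cutoff, namely the mean of that plate's compound wells plus 3 SD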;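 also: peak over basal fluorescence ratio during 140 s after agonist addition; 0% = ACh EC80 plus DMSO and 100% = DMSO alone without agonist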
Target sequence (P11229 whole entry, looked up): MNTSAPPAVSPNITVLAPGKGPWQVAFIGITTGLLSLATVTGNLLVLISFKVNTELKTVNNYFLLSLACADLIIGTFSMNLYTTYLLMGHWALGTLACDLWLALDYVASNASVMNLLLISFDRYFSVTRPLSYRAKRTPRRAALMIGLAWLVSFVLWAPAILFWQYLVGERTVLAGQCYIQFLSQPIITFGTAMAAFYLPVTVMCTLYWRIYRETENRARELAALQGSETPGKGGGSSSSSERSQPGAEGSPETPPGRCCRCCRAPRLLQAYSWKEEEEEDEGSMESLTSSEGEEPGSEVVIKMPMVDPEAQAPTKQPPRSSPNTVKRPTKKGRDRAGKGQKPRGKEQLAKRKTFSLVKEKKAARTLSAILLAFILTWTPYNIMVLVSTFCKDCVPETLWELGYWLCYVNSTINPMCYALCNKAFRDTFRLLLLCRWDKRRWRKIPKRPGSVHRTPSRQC
CHRM4 PAM: potentiates acetylcholine response at human M4 receptor | P08173 | CHO-K1 hM4/Gqi5, Fluo-8 calcium fluorescence, ACh EC20; 0% = ACh EC20, 100% = maximal ACh | activation, % at 3 µM | 0.4% of 360,000 active | AID 624126;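 active = activation above its plate's cutoff, the mean activation of sample wells plus 3 SD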; also: some results filed as inactive read as strong as hits
M4 antag: antagonists of human muscarinic M4 receptor (CHRM4) | P08173 | CHO-hM4 cells, ACh EC80, Fluo-8 calcium fluorescence | inhibition, % at 3 µM | 0.73% of 360,000 active;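 active = inhibition above its plate's cutoff, the mean inhibition of sample wells plus 3 SD, cut at about 27% in these data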;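 also: 0% = acetylcholine EC80 with DMSO and 100% = DMSO without agonist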
M5 PAM: positive allosteric modulators of human muscarinic M5 receptor; P08912; CHO-K1 hM5, Fluo-8 calcium, ACh EC20 PAM; 0% = ACh EC20, 100% = ACh EC100; 0.3% of 360,000 active; AID 624038; activation, % at 3 µM;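 active = activation above the run cutoff, the mean activation of all test compounds plus 3 SD, cut at about 18% in these data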
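System: CHO-K1 cell line with stable human muscarinic M5 receptor expression | Also added: EC20 acetylcholine as agonist stimulus | Compound: One concentration, 3 µM final (nominal) | Timing: Fluo-8 loading 80 min at 37 °C plus 30 min room temperature | Measured by: Fluo-8 calcium dye fluorescence, kinetic read | Read-out basis: % activation, ACh-normalized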
CHRM4 agonist: CHRM4 agonism in calcium assay. activation, % at 3 µM. 0.14% of 360,000 active. AID 624127. P08173. CHO-K1 hM4/Gqi5, Fluo-8 calcium fluorescence; vehicle 0%, full acetylcholine response 100%;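 active = activation above the run mean over all test wells plus 3 SD, cut at about 32% in these data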;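 also: peak over basal fluorescence ratio per well then scaled between controls; 0% = DMSO wells and 100% = acetylcholine at EC100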
M1 PAM: potentiates human M1 receptor response to acetylcholine; P11229; CHO-K1 hM1, Fluo-8 calcium fluorescence, ACh EC20; 0% = ACh EC20, 100% = maximal ACh; activation, % at 3 µM; 0.088% of 360,000 active; AID 588819; in the data active = activation above about 19%, passing the limit was not always enough
M5 antag: CHRM5 antagonism in calcium assay. P08912. CHO-hM5 cells, Fluo-8 calcium fluorescence, ACh EC80. 0.59% of 360,000 active. inhibition, % at 3 µM. AID 624040;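 active = inhibition above a per-plate cutoff, the mean of that plate's test compounds plus 3 SD, cut at about 27% in these data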;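 also: 0% = acetylcholine EC80 with DMSO and 100% = DMSO without agonist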
Active calls of the source: *; · = not tested or not shown.

SMILES	CRFR2-BP ag	M5 ag	CHRM1 antagonist	CHRM4 PAM	M4 antag	M5 PAM	CHRM4 agonist	M1 PAM	M5 antag
O=C(COC(=O)c1ccc2c(=O)n3c(nc2c1)CCC3)Nc1ccc(OC(F)F)cc1	-7.8	-4	-4	9	-10	2	3	2	-2
O=C(c1ccc(Cl)cc1)C(CN1CCCCC1)c1ccccc1 (stereo unspecified)	4.5	-5	5	-6	11	1	0	-7	10
O=C(NCc1ccccc1)c1cccnc1	3.5	1	-6	2	-10	-3	0	4	2
CCn1ncc(Cl)c1C(=O)Nc1cc([N+](=O)[O-])ccc1OC	-0.6	0	-8	7	11	-3	1	8	10
COc1ccc(CCNC(=O)CCCc2ccccc2)cc1	-0.3	0	-6	-1	2	-3	0	9	4
C[C@@H]1CNC(=O)c2c(C(=O)NC3CCN(C(=O)OC(C)(C)C)CC3)ncn21	·	4	-3	2	-12	9	0	9	-10
CS(=O)(=O)N(CC(=O)NCC1CCCO1)c1ccc(F)c(Cl)c1 (stereo unspecified)	-2.2	0	13	6	-1	-5	0	1	4
CCCCn1c(SCC(=O)Nc2nnc(C)s2)nnc1-c1ccoc1C	-0.4	0	-25	4	-16	-3	0	6	-7
Cc1ccc(CSc2nc3ccccc3c(=O)[nH]2)cc1	5.2	-5	-13	-2	-12	0	1	-3	2
CCOC(=O)c1ccc(NC(=O)CSc2nnc(COc3ccccc3OC)n2CC)cc1	-0.1	-1	4	4	-2	0	1	6	-10
O=C(NCC1CCCO1)C(c1ccco1)N(Cc1ccc(F)cc1)C(=O)CN1C(=O)c2ccccc2S1(=O)=O (stereo unspecified)	-0.5	1	-10	-7	1	-1	4	4	9
C[C@@H]1CN([C@H](C)CO)C(=O)c2cc(Br)cnc2O[C@@H]1CN(C)C(=O)Cc1ccccc1	1.7	0	-14	4	-7	-3	1	3	1
Cc1cc(S(=O)(=O)N2CCN(c3c(C)cccc3C)CC2)ccc1F	0.0	-7	-17	-7	2	-6	0	3	-15
Cc1ccc(Nc2ccc(C(=O)NC3CCCCC3)cn2)cc1	-6.0	-7	-18	-4	-4	1	-1	6	0
CCN(CC)C(=O)CSc1nnc([C@H](Cc2c[nH]c3ccccc23)NC(=O)OC(C)(C)C)o1	-0.8	2	-9	6	13	-4	5	7	-2
Cc1ccc(C)c(C(=O)CN2C(=O)NC3(CCc4ccccc43)C2=O)c1 (stereo unspecified)	-1.3	-4	-12	-1	0	-4	4	1	1
Cc1ccc(OCCSc2nnc(C)c(=O)n2N)cc1	-0.2	0	1	4	-9	5	3	4	-7
O=C(O)CSc1cc(C(F)(F)F)nc(-c2ccccn2)n1	-1.6	2	-1	2	5	-2	0	6	3
COc1ccc(-n2c(SCC(=O)NCc3ccco3)nnc2-c2c[nH]c3ccccc23)cc1	-0.2	1	-12	-2	-1	-3	4	2	0
Cc1ccc(-n2c(C)cc(/C=N/NC(=O)CC3(C)OCCO3)c2C)c(C)c1	0.2	-4	-17	-1	-6	-2	0	-2	2
COc1ccc(CCOC(=O)c2ccc(NC(=O)CC#N)cc2)cc1	-0.9	3	2	-6	-3	-3	10	-1	2
C#Cc1ccc(NC(=O)C2(C)CCN2C(=O)c2ccccc2CCc2ccccc2)cc1 (stereo unspecified)	·	-1	-18	-7	9	-2	-1	5	-4
CC(c1ccon1)N(C)C(=O)c1cccc(OC2CCN(S(C)(=O)=O)CC2)c1 (stereo unspecified)	0.0	0	13	0	0	-1	2	-7	-1
Cc1ccc(C)c(-n2c(-c3ccncc3)n[nH]c2=S)c1	-0.8	1	-13	-7	8	4	0	8	1
Cc1ccc(NC(=O)CN2C(=O)NC3(CCCCC3C)C2=O)cc1S(=O)(=O)N1CCCCC1 (stereo unspecified)	-1.2	1	4	0	-10	0	2	4	2

New compounds follow.
SMILES	CRFR2-BP ag	M5 ag	CHRM1 antagonist	CHRM4 PAM	M4 antag	M5 PAM	CHRM4 agonist	M1 PAM	M5 antag
CCOC(=O)N1CCN(C(=O)c2ccc(OCC)c(OCC)c2)CC1	2.3	-1	-5	12	-7	2	0	-5	-19
COc1ccccc1OCCCCCNCCO	0.0	3	-3	2	-6	2	2	-6	-7
N#CC(c1ccc(Cl)cc1)c1ncc(C(F)(F)F)cc1Cl (stereo unspecified)	0.7	-4	2	-1	1	-1	-1	0	-7
Cc1ccnc(NC(=O)CSc2cc(=O)n(C)c3ccccc23)c1	-2.1	8	-7	-1	2	1	-1	5	1
O=C(N/N=C\c1cc(Br)c(Br)o1)c1cncc(Br)c1	0.4	0	3	-2	-5	-7	5	0	4
Cc1c(Cl)cccc1NC(=O)NC1CCCCC1	0.4	-3	-12	-4	-8	0	0	4	-2
COCCSc1ccccc1C(=O)Nc1ccccc1C(C)C	-1.0	-1	1	-2	1	0	1	0	3
COc1ccccc1C(=O)Nc1cccc(Oc2c(F)c(F)c(F)c(F)c2F)c1	9.1	4	-19	-4	-5	10	0	12	2
COc1ccc(C(c2nnnn2C2CCCC2)N2CCC(C)CC2)c(OC)c1 (stereo unspecified)	14	-6	-33	8	-8	2	-1	6	3
CC1C2(C)OC(=N)C(C#N)(C(C)O2)C1(C#N)C#N (stereo unspecified)	-0.3	0	-11	-15	-2	5	1	4	6
COc1ccc(/C=N/Nc2nc3ccccc3c(=O)n2-c2ccccc2)cc1OC	-1.9	0	1	-10	7	-10	3	2	4
O=c1c2ccccc2nc(-c2ccc(Cl)cc2Cl)n1O	0.7	-2	0	13	0	-5	1	8	-5
O=C(/C=C\c1cn(-c2ccccc2)nc1-c1ccccc1)Nc1nccs1	-2.2	2	4	1	3	-4	4	-2	13
CCN(C(=O)c1ccc(S(=O)(=O)N2CCOCC2)cc1)C1CCS(=O)(=O)C1 (stereo unspecified)	0.2	-1	-9	-3	9	5	0	9	-2
C=CCOc1ccc(C2C(C#N)=C(N)N(N(C)C)C3=C2C(=O)CCC3)cc1 (stereo unspecified)	0.1	-1	-15	-2	1	-3	4	7	4
COC(CNC(=O)C(=O)NCC1OCCN1S(=O)(=O)c1ccccc1)OC (stereo unspecified)	2.9	-4	-3	2	-13	4	1	5	-2
CCCS(=O)(=O)NCCc1cc2ccc(C)cc2[nH]c1=O	0.5	-1	-16	8	-2	-4	1	9	13
COc1ccccc1OCCNC(=O)c1cccs1	-5.5	-1	-1	4	-1	0	3	-1	7
c1ccc(CNc2cnccn2)cc1	0.2	-2	-8	10	1	0	1	1	2
O=C(O)CCC(=O)N1CCc2cc(S(=O)(=O)NCCc3ccc(Cl)cc3)ccc21	-1.0	-4	-21	9	-2	5	1	14	-3
Cc1ccc(CC(=S)N2CCOCC2)cc1	-0.1	-2	-3	3	1	13	1	4	-8
COCCn1c(=O)[nH]c2cc(C(=O)Nc3cccc(F)c3)ccc2c1=O	-0.5	4	-12	-6	-7	5	3	12	-13
CC1=C(C(=O)OCc2ccccc2)C(c2ccc3c(c2)OCO3)NC(=O)N1CCCC(=O)O (stereo unspecified)	-1.8	1	-12	18	1	6	2	13	1
O=C(CSc1nnc2ccccn12)N1CCc2ccccc2C1	-0.4	-3	3	-11	3	8	0	-1	-1
O=C(N/C(=C/c1ccc(Br)cc1)C(=O)N1CCOCC1)c1ccco1	10	-6	-7	9	-5	6	3	3	-9

Next section
SMILES	CRFR2-BP ag	M5 ag	CHRM1 antagonist	CHRM4 PAM	M4 antag	M5 PAM	CHRM4 agonist	M1 PAM	M5 antag
CCCCNC(=O)C(=O)c1ccccc1NC(C)=O	0.9	1	-4	-2	1	-2	0	3	5
Cc1cc(N)n(Cc2cccs2)n1	0.6	-2	-15	-6	-6	9	4	9	4
COCCn1c(N)c(N(Cc2ccccc2)C(=O)c2oc3ccccc3c2C)c(=O)[nH]c1=O	-0.6	1	-5	-2	-1	0	6	2	-1
O=C(NCCN1C(=O)C2C3C=CC(C3)C2C1=O)N1CCOCC1 (stereo unspecified)	4.0	-1	-2	4	-28	-7	1	0	-1
COCCCN(C(=S)Nc1cc(Cl)cc(Cl)c1)C(C)c1ccncc1 (stereo unspecified)	-1.3	1	2	-4	4	-8	8	-1	12
Cc1ccc(S(=O)(=O)NC(C)CCc2ccccc2)cc1C(N)=O (stereo unspecified)	-0.6	3	-6	-5	-10	-4	7	-1	8
CC1CCCN(S(=O)(=O)c2ccc(NC(=O)C3CCN(C(=O)c4ccco4)CC3)cc2)C1 (stereo unspecified)	0.0	-1	0	6	6	3	2	2	-1
CC(C)(C)C(=O)CSc1ncccn1	-2.5	-4	-13	6	-4	0	0	12	5
O=[N+]([O-])c1cccc(-c2ccc(C(=S)N3CCN(c4ccc(F)cc4)CC3)o2)c1	-1.5	0	-1	-1	-7	-3	1	-1	0

13 structures from above, arranged by number of heavy atoms, smallest number first:
SMILES	CRFR2-BP ag	M5 ag	CHRM1 antagonist	CHRM4 PAM	M4 antag	M5 PAM	CHRM4 agonist	M1 PAM	M5 antag
Cc1cc(N)n(Cc2cccs2)n1	0.6	-2	-15	-6	-6	9	4	9	4
CC(C)(C)C(=O)CSc1ncccn1	-2.5	-4	-13	6	-4	0	0	12	5
Cc1ccc(CC(=S)N2CCOCC2)cc1	-0.1	-2	-3	3	1	13	1	4	-8
CCCCNC(=O)C(=O)c1ccccc1NC(C)=O	0.9	1	-4	-2	1	-2	0	3	5
CCCS(=O)(=O)NCCc1cc2ccc(C)cc2[nH]c1=O	0.5	-1	-16	8	-2	-4	1	9	13
O=C(CSc1nnc2ccccn12)N1CCc2ccccc2C1	-0.4	-3	3	-11	3	8	0	-1	-1
Cc1ccc(S(=O)(=O)NC(C)CCc2ccccc2)cc1C(N)=O (stereo unspecified)	-0.6	3	-6	-5	-10	-4	7	-1	8
COCCCN(C(=S)Nc1cc(Cl)cc(Cl)c1)C(C)c1ccncc1 (stereo unspecified)	-1.3	1	2	-4	4	-8	8	-1	12
COCCn1c(=O)[nH]c2cc(C(=O)Nc3cccc(F)c3)ccc2c1=O	-0.5	4	-12	-6	-7	5	3	12	-13
COC(CNC(=O)C(=O)NCC1OCCN1S(=O)(=O)c1ccccc1)OC (stereo unspecified)	2.9	-4	-3	2	-13	4	1	5	-2
O=C(O)CCC(=O)N1CCc2cc(S(=O)(=O)NCCc3ccc(Cl)cc3)ccc21	-1.0	-4	-21	9	-2	5	1	14	-3
CC1CCCN(S(=O)(=O)c2ccc(NC(=O)C3CCN(C(=O)c4ccco4)CC3)cc2)C1 (stereo unspecified)	0.0	-1	0	6	6	3	2	2	-1
CC1=C(C(=O)OCc2ccccc2)C(c2ccc3c(c2)OCO3)NC(=O)N1CCCC(=O)O (stereo unspecified)	-1.8	1	-12	18	1	6	2	13	1

Screens as filed in PubChem.
